COUP-TFII inh – inhibitors of human COUP-TFII (NR2F2); P24468; HEK293T NGFI-A luciferase reporter, luminescence; inhibition, % at 8.6 µM; hit rate 0.7% among 370,000;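 active = inhibition above a per-plate cutoff, mean inhibition of test wells between control levels plus 3 SD, cut at about 38% in these data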;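 also: cells cotransfected with COUP-TFII expression vector driving the NGFI-A reporter; 0% = median of COUP-TF2 test wells and 100% = reporter-only cells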
LMP1 NFkB inh – Epstein-Barr LMP1 NF-kappaB reporter inhibition. LMP1-induced NF-kappaB luciferase reporter cells, luminescence. inhibition, % at 12.5 µM. hit rate 0.69% among 350,000; in the data active = inhibition above about 41%;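 also: 0% = neutral control wells and 100% = reference inhibitor control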
NCOA3 inh – inhibits human SRC3 coactivator | Q9Y6Q9 | HEK293 GAL4-SRC3 luciferase reporter, luminescence | inhibition, % at 3.6 µM | hit rate 0.17% among 360,000 | AID 588352;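 active = inhibition above a per-campaign cutoff, the mean of all compounds plus 3 SD, cut at about 60% in these data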;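 also: 0% = DMSO-treated cells and 100% = gossypol-treated cells at 36 µM; higher means less SRC3-driven luciferase light from the GAL4 reporter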
Shn3 3UTR inh – inhibitors of Schnurri-3 3'UTR reporter in osteoblasts. Clone20 osteoblast Shn3 3'UTR firefly luciferase, 24 h. inhibition, % at 12.5 µM. hit rate 0.52% among 360,000;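 active = mean inhibition of at least 75% with every replicate also reaching 75%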;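 also: 0% = median of neutral control wells and 100% = pilot-screen positive control compound; some compounds past the cut are filed as inactive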
TROY NFkB inh – blocks TROY-dependent signaling in reporter cells; Q293 LMP1-TROYcd NF-kB luciferase reporter, 4 h; inhibition, % at 10 µM; hit rate 0.98% among 360,000;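 active = compounds whose plate-normalised and pattern-corrected inhibition of the luciferase reporter signal at the single screening dose is 50% or more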
TWEAK Fn14 block – blocks TWEAK-Fn14 interaction in a reporter cell assay; hit rate 2% among 360,000; TWEAK-stimulated Fn14 reporter cells, luciferase luminescence, 8 h; inhibition, % at 10 µM; in the data active = inhibition above about 50%
TRAIL sens C8 – sensitizes caspase-8 expressing cells to TRAIL | NB7+C8 cells + TRAIL, ATPlite viability luminescence | inhibition (viability loss, TRAIL sensitization), % at 10 µM | hit rate 1% among 360,000;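 active = compounds causing at least 50% loss of cell viability in the single-dose screen, relative to plate controls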
CF NFkB inh – cystic fibrosis NF-kB activation inhibition. inhibition, % at 5 µM. AID 588850. hit rate 0.86% among 360,000. KKLEB NF-kB-GFP reporter, PAF-induced, GFP fluorescence overnight;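 active = at least 50% inhibition at 5 µM, scaled per plate between neutral and stimulator controls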;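 also: PAF is a Pseudomonas aeruginosa culture filtrate used as stimulus; plate controls were PAF-stimulated DMSO wells for no effect and unstimulated DMSO wells for full effect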
KKLEB cytotox – CF airway cell cytotoxicity counter-screen. KKLEB CF airway cells viability, ATPlite luminescence, overnight; hits give low values; cells stimulated with P. aeruginosa culture filtrate. activity change (cytotoxicity), % at 5 µM. hit rate 0.36% among 360,000. AID 602141;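 active = corrected activity change at or below -50% at 5 µM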
LRH-1 inv ag – NR5A2 inverse agonism in reporter assay; O00482; HEK293T StAR-luciferase reporter, LRH-1 transfected, 24 h; inhibition, % at 3.6 µM; hit rate 0.13% among 360,000; AID 602396;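 active = inhibition above the mean inhibition of all tested compounds plus 3 SD, cut at about 73% in these data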;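 also: 0% = DMSO wells and 100% = reporter-only cells lacking LRH-1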
SRC1 inh – inhibits human SRC1 coactivator; inhibition, % at 3.6 µM; hit rate 0.12% among 360,000; HEK293 GAL4-SRC1 luciferase reporter, luminescence; AID 588354;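 active = inhibition above the campaign mean plus 3 SD, with each screening campaign given its own cutoff, cut at about 60% in these data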;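 also: 0% = DMSO treated cells and 100% = gossypol at 36 µM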
Target sequence (Q15788 whole entry, looked up, the tested form may be a part): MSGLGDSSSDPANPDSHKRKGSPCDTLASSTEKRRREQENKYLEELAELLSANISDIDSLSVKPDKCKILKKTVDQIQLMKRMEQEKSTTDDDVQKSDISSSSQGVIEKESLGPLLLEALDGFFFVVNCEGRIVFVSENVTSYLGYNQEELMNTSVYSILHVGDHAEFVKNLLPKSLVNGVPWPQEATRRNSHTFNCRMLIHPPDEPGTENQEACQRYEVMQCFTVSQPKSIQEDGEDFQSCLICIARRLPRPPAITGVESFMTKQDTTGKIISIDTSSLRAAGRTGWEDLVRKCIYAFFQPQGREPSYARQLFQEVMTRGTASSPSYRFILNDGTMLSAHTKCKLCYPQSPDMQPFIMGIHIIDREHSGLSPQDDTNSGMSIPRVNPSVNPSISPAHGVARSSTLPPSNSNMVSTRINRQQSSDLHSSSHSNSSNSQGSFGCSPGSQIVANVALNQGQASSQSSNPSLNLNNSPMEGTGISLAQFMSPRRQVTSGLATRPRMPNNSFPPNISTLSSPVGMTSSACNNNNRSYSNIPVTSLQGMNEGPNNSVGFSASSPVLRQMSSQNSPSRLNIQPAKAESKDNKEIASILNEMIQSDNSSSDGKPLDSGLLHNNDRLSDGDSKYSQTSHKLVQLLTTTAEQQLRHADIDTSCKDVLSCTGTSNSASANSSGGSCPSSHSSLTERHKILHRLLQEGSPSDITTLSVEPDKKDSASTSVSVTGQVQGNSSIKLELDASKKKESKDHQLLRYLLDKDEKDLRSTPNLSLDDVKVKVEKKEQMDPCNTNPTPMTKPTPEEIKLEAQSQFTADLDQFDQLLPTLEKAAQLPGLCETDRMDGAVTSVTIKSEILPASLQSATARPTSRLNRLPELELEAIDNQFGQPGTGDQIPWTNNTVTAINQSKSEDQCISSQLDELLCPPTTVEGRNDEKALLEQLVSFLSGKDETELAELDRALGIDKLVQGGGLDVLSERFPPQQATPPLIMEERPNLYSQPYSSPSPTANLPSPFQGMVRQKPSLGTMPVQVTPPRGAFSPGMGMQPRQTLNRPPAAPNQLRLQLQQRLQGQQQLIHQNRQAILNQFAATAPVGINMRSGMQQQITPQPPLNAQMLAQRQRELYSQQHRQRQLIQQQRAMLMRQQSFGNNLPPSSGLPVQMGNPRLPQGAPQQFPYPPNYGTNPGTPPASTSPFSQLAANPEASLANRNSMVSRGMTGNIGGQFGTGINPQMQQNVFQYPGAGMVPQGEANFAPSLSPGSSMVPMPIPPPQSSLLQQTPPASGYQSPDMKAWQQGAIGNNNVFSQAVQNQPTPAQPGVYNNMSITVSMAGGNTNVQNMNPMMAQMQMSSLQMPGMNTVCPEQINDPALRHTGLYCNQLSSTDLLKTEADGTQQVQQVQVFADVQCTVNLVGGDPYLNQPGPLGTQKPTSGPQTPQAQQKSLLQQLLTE
Numbers without * were called inactive; / = not tested or not shown. The list is partial (hit frequency here may not be typical).

1. CCOC(=O)/C=C/C(=O)OCC(=O)Nc1ccc([N+](=O)[O-])cc1
2. CC(C)(C)c1ccc(OCCCn2ccnc2)cc1
3. OC[C@@H]1[C@@H](c2ccc(Cl)cc2)C(c2cccc(Cl)c2)=NN1c1ccccc1
4. c1nc(NCc2ccc3c(c2)OCO3)c2cc(-c3ccoc3)ccc2n1
5. O=C1CCC[C@@H]2CC(Nc3ccc(F)cc3F)C[C@@H]3CCN1[C@H]23 (stereo partly specified)
6. O=C(NCCN1CCC(n2c(=O)[nH]c3ccccc32)CC1)c1cccnc1Cl
7. COc1ccc(N(CCCN2C(=O)c3cccc4cccc(c34)C2=O)C(=O)c2cccs2)cc1
8. O=C(CCS(=O)(=O)c1cccs1)NC1CCCCCC1
9. O=c1cc(CSc2n[nH]c(=O)n2C2CC2)c2ccc(O)cc2o1
10. COc1ccc(-c2csc3ncnc(N4CCN(C(=O)c5ccco5)CC4)c23)cc1

entry no. | 1 | 2 | 3 | 4 | 5 | 6 | 7 | 8 | 9 | 10
COUP-TFII inh | -3 | 3 | 9 | 39* | -13 | -8 | 6 | -8 | 3 | 16
LMP1 NFkB inh | -7 | -12 | -2 | 49* | -4 | / | 4 | -35 | / | 0
NCOA3 inh | 25 | -9 | -5 | 60 | 9 | / | -1 | -57 | 7 | 3
Shn3 3UTR inh | -15 | 18 | 14 | -3 | 1 | / | -2 | -38 | / | 3
TROY NFkB inh | 6 | -16 | 0 | 27 | 3 | -5 | 0 | -36 | 17 | 8
TWEAK Fn14 block | -5 | -9 | 62* | 83* | 2 | -1 | 7 | 18 | -11 | -4
TRAIL sens C8 | 0 | 15 | -8 | 7 | 9 | 3 | 8 | 6 | -4 | 2
CF NFkB inh | -12 | -8 | 34 | 82* | 12 | / | -22 | 5 | 9 | -2
KKLEB cytotox | -4 | -17 | -2 | -30 | -4 | / | -2 | 4 | 2 | -3
LRH-1 inv ag | 13 | 27 | 6 | 17 | 1 | 1 | 1 | -119 | 6 | 5
SRC1 inh | -8 | 7 | 1 | 51 | -15 | / | -2 | -84 | 5 | -3

Reprinted from the part before: four entries; new compounds follow.
7. COc1ccc(N(CCCN2C(=O)c3cccc4cccc(c34)C2=O)C(=O)c2cccs2)cc1
8. O=C(CCS(=O)(=O)c1cccs1)NC1CCCCCC1
9. O=c1cc(CSc2n[nH]c(=O)n2C2CC2)c2ccc(O)cc2o1
10. COc1ccc(-c2csc3ncnc(N4CCN(C(=O)c5ccco5)CC4)c23)cc1
11. CCOc1cc(S(=O)(=O)n2ccc(C)n2)ccc1Br
12. Cc1cc(Cl)cc2c(N=Nc3ccccc3C(=O)O)c(O)[nH]c12
13. Cc1cccc(NC(=O)c2cc3ccccc3c(=O)o2)n1
14. CCc1cccc(C)c1NC(=O)COn1nnc2ccc(C(F)(F)F)cc21
15. O=C(Nc1cccc(S(=O)(=O)N2CCCC2)c1)C1CCCN1C(=O)c1cccs1 (stereo unspecified)
16. O=C(O)c1ccc2c(c1)C1C=CCC1C(c1cc3c(cc1Br)OCO3)N2 (stereo unspecified)
17. CC(C)c1ccc(-c2nn(-c3ccccc3)cc2C2C(C#N)=C(N)OC3=C2C(=O)CC(C)(C)C3)cc1 (stereo unspecified)
18. O=C(CCc1nnc2ccc(NCc3ccc(F)cc3)nn12)NC1CCCC1
19. CCOC(=O)COn1c(-n2nc(C)cc2C)nc2ccccc2c1=O
20. CCOC(=O)C(=O)c1c(-c2ccccc2)nc2ccccn12

entry no. | 7 | 8 | 9 | 10 | 11 | 12 | 13 | 14 | 15 | 16 | 17 | 18 | 19 | 20
COUP-TFII inh | 6 | -8 | 3 | 16 | 7 | 19 | -21 | -10 | 1 | -10 | 8 | 3 | 6 | 19
LMP1 NFkB inh | 4 | -35 | / | 0 | -3 | -27 | -20 | -2 | -6 | -41 | 7 | 2 | -7 | 4
NCOA3 inh | -1 | -57 | 7 | 3 | 5 | -1 | -91 | 1 | 14 | 4 | -14 | -2 | -5 | 8
Shn3 3UTR inh | -2 | -38 | / | 3 | 10 | -103 | / | 13 | 0 | 11 | -30 | -7 | -3 | 0
TROY NFkB inh | 0 | -36 | 17 | 8 | 10 | -31 | -34 | -24 | 14 | 2 | 2 | -10 | -28 | 23
TWEAK Fn14 block | 7 | 18 | -11 | -4 | -6 | 35 | 51* | 1 | 0 | -12 | 30 | -5 | 0 | 17
TRAIL sens C8 | 8 | 6 | -4 | 2 | -3 | -16 | 60* | -5 | -13 | -2 | -21 | -8 | 8 | -3
CF NFkB inh | -22 | 5 | 9 | -2 | 9 | 0 | -28 | -14 | -22 | 4 | -22 | -8 | 10 | 4
KKLEB cytotox | -2 | 4 | 2 | -3 | -4 | 9 | -8 | 8 | 11 | -6 | -8 | 2 | -1 | 3
LRH-1 inv ag | 1 | -119 | 6 | 5 | -11 | 0 | -75 | -15 | 9 | 13 | -4 | 4 | -11 | 8
SRC1 inh | -2 | -84 | 5 | -3 | -4 | -1 | -67 | -1 | 6 | 4 | -11 | 4 | 6 | 6

21. COc1ccc(NC(=O)Cn2nnc(C(=O)NCCc3ccccc3)c2N)c(OC)c1
22. CCNc1nc(NCC)nc(N/N=C/c2ccc(N(C)C)cc2)n1
23. COc1ccc(CCNC(=O)CNCC2CCCCC2)cc1OC
24. CC(NC(=O)c1ccc2ccccc2n1)c1ccc(Br)cc1 (stereo unspecified)
25. CC(=O)c1ccc(NC(=O)Cn2cnc(S(=O)(=O)N3CCc4ccccc43)c2)cc1
26. O=[N+]([O-])c1ccc(NCCCc2ccccc2)cc1
27. COc1cccc(NC(=O)Nc2nnc(N3CCCCC3C)s2)c1 (stereo unspecified)
28. CN1C(=O)[C@@H]2[C@@H]3C[C@@H]([C@H]4ON=C(c5ccccc5OCC#N)[C@@H]34)[C@@H]2C1=O
29. COC(=O)c1ccc(C)c(NC(=O)c2ccc(Cl)c([N+](=O)[O-])c2)c1
30. COc1ccc(-n2c(SC)nc(O)c(Cc3ccccc3)c2=O)cc1

entry no. | 21 | 22 | 23 | 24 | 25 | 26 | 27 | 28 | 29 | 30
COUP-TFII inh | -3 | -14 | 0 | 11 | 6 | -31 | -38 | 3 | 9 | 5
LMP1 NFkB inh | 4 | -1 | 13 | 0 | 7 | -17 | -9 | -3 | 0 | -4
NCOA3 inh | 18 | 9 | 5 | 16 | 10 | -23 | -18 | 10 | 18 | 8
Shn3 3UTR inh | -20 | 7 | 8 | 15 | -4 | -8 | -24 | -3 | 11 | 9
TROY NFkB inh | -16 | 8 | 10 | -3 | 8 | -29 | -39 | -31 | 5 | -18
TWEAK Fn14 block | 4 | -5 | -4 | 23 | -9 | -31 | -10 | 4 | 1 | 14
TRAIL sens C8 | -8 | -10 | 1 | -4 | 3 | 5 | -1 | 7 | 2 | 3
CF NFkB inh | 19 | 4 | -6 | 6 | -4 | -8 | 46 | -3 | -6 | 13
KKLEB cytotox | 7 | -2 | 4 | 9 | -5 | -6 | -15 | 5 | 8 | 0
LRH-1 inv ag | 5 | 10 | -8 | 7 | 5 | 11 | -49 | -26 | 9 | 12
SRC1 inh | 9 | -4 | 5 | -26 | -6 | -38 | -10 | 13 | -7 | 0

31. Cc1ccc(-n2c(SCC(=O)NCc3ccc4c(c3)OCO4)nnc2-c2cccnc2)c(C)c1
32. Cn1nc(N)c2ncc(C(Cl)(Cl)Cl)nc21
33. NC(=O)CSc1nc2ccccc2n1Cc1ccccc1
34. CC(C)CCOP(=O)(c1ccc(N(C)C)cc1)C(O)c1ccc(C(C)C)cc1 (stereo unspecified)
35. O=C(Nc1ccccc1N1CCCC1)c1ccccc1F
36. COc1ccccc1-c1cccc([C@@H]2C[C@H]3[C@H](CON3C)CN2Cc2cc(Cl)cc(Cl)c2)c1
37. O=C(C1CCN(S(=O)(=O)c2cccs2)CC1)N1CCCCC1
38. COc1ccccc1-n1nnnc1SCC(=O)Nc1ccccc1
39. COC(=O)c1ccc(-n2c(CCC(=O)O)ccc2-c2ccccc2)cc1
40. COc1cccc(CNCc2ccc(OC)c3ccccc23)c1OC

entry no. | 31 | 32 | 33 | 34 | 35 | 36 | 37 | 38 | 39 | 40
COUP-TFII inh | 25 | 2 | 1 | 14 | 10 | 1 | 3 | 12 | / | 30
LMP1 NFkB inh | 8 | 2 | 4 | -1 | -9 | 4 | -7 | -3 | -11 | 5
NCOA3 inh | -1 | 0 | 2 | -8 | 9 | -18 | -8 | -2 | 11 | 2
Shn3 3UTR inh | / | -20 | 3 | -4 | -3 | -4 | -2 | 9 | 9 | 13
TROY NFkB inh | 17 | 8 | -9 | 23 | 16 | 1 | -8 | 1 | -29 | -5
TWEAK Fn14 block | -9 | -1 | 5 | 11 | 19 | -6 | -1 | 12 | -26 | 15
TRAIL sens C8 | -12 | -4 | -5 | -20 | -9 | 7 | 2 | 6 | -1 | 2
CF NFkB inh | -4 | -9 | -2 | 14 | -6 | 1 | 0 | -4 | 1 | 12
KKLEB cytotox | 8 | 1 | 4 | -15 | 7 | -7 | 7 | -4 | -9 | -3
LRH-1 inv ag | 15 | -11 | 5 | 24 | -4 | -9 | -1 | -3 | 12 | -5
SRC1 inh | -13 | -7 | -33 | 14 | 10 | 12 | -10 | -21 | 8 | 6

41. COc1cccc2c(=O)cc(C)n(CC(=O)Nc3ccc(Br)cc3)c12
42. CCOC(=O)CSc1cn2c(n1)CCC2
43. CCC(C)[C@@H](C(=O)Nc1ccc(OC)c(OC)c1)N1Cc2ccccc2C1=O (stereo partly specified)
44. [O-][n+]1ccc(C(O)c2ccccc2)cc1 (stereo unspecified)
45. CCC1=C(OC(=O)N(CC)CC)N2C(=O)OC(=NCC3CC3)[C@]2(Cc2ccccc2)[C@H]2C1=CC[C@H]1C(=O)N(CC)C(=O)[C@H]12
46. CCOc1ccc(/C(O)=C2/C(=O)C(=O)N(CCCN3CCOCC3)C2c2ccc(F)cc2)cc1C (stereo unspecified)
47. COc1ccc(N2CCN(CCNC(=O)CCNS(=O)(=O)c3cccs3)CC2)cc1

entry no. | 41 | 42 | 43 | 44 | 45 | 46 | 47
COUP-TFII inh | -13 | 6 | 8 | -11 | 4 | 1 | 5
LMP1 NFkB inh | -4 | -1 | -1 | -2 | 8 | 5 | 2
NCOA3 inh | 17 | 1 | 9 | -2 | -9 | -17 | -6
Shn3 3UTR inh | 35 | -20 | 11 | 3 | 27 | -14 | 12
TROY NFkB inh | 18 | 25 | -3 | 2 | 1 | -6 | 13
TWEAK Fn14 block | 17 | -11 | -9 | -9 | -19 | 4 | 1
TRAIL sens C8 | -8 | 0 | 1 | -4 | 8 | -9 | 10
CF NFkB inh | -2 | 15 | 9 | 1 | 22 | -16 | -14
KKLEB cytotox | -20 | 5 | -7 | 3 | -13 | 3 | -5
LRH-1 inv ag | 18 | 6 | 4 | 7 | 15 | -3 | -2
SRC1 inh | -36 | -20 | 3 | -14 | 13 | -5 | -1
